Source: PubChem
S aureus QS inh: S. aureus quorum sensing inhibition. inhibition, % at 2 µM. AID 527. S. aureus RN6390 RNAIII-GFP reporter, AIP-induced, flow cytometry 3 h. actives 0.3% (n = 24,000);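 active = share of bacteria positive for the green fluorescent reporter and its mean brightness both inhibited by 50% or more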;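 note: 0% = AIP-stimulated control and 100% = unstimulated bacteria without AIP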
S aureus QS inh GFP MFI %: second read-out of S aureus QS inh, no call of its own (marks repeat the call); inhibition, %; measured here: inhibition of GFP MFI
* hit, by the source's call. Only part of the results is shown; count on the stated rates, not on these rows.

The line under a structure holds: S aureus QS inh GFP MFI % | S aureus QS inh
- O=C(c1ccc(=O)[nH]c1)N(Cc1ccco1)C1(C(=O)NC2CCCC2)CCCCC1
→ -6 | -2
- COCCCNC(=O)c1cc2c(s1)CS(=O)(=O)C2
→ 4 | 0
- COc1cc2c(C(=O)NCc3ccccn3)cn(CC(C)C)c(=O)c2cc1OC
→ -28 | 0
- CC(=O)Nc1ccc(S(=O)(=O)CCC#N)cc1
→ 21 | 0
- Nc1nc(CSc2nc3ccccc3[nH]2)nc(N2CCOCC2)n1
→ -21 | -1
- CCn1c(C)csc1=NC(=O)c1ccccc1O
→ -15 | -4
- CCOC(=O)N1CCN(C(=O)COc2cc(=O)n(CC)c3ccccc23)CC1
→ 5 | 1
- O=C1c2ccccc2C(=O)N1CCN1CCOCC1
→ 4 | 0
- CCC(SC1=Nc2ccccc2C2=NC(CC(C)C)C(=O)N12)C(=O)Nc1ccc2c(c1)OCO2 (stereo unspecified)
→ 2 | -1
- Cc1cccc(Cn2cnc3c(nnn3Cc3ccccc3F)c2=O)c1
→ -5 | -1
- Cc1oc(-c2cccs2)nc1CS(=O)CC(=O)NCCCN1CC(C)CC(C)C1 (stereo unspecified)
→ 4 | 0
- CCOC(=O)c1[nH]nc2c1C(=O)N(Cc1ccccc1)C2=O
→ -3 | -1
- CCCC(C(=O)NCc1ccco1)N(C(=O)CNS(=O)(=O)c1ccc(Cl)cc1)C1CCCC1 (stereo unspecified)
→ -11 | 0
- O=C(CN1CCN(S(=O)(=O)c2ccc(Br)cc2)CC1)Nc1ccc(F)cc1
→ 7 | 11
- COc1ccccc1CNC(=O)CSc1nc2nc(C)cc(C)n2n1
→ -5 | -1
- Cc1cc(Nc2ccccc2N2CCOCC2)n2ncnc2n1
→ 18 | 11
- CC(=O)c1cc2c(cc1NC(=O)c1cc(C)nn1-c1ccccc1)OCO2
→ 4 | 5
- O=C(CCSc1nnc2scc(-c3ccccc3)n12)Nc1nc(-c2ccccc2)ns1
→ 41 | 18
- COc1ccc(OC)c(C2CC(=O)c3c([nH]c(C(=O)OCC4CCCO4)c3C)C2)c1 (stereo unspecified)
→ 9 | 0
- Cn1c(=O)oc2cc(S(=O)(=O)N3CCN(c4ccccn4)CC3)ccc21
→ -9 | 0
- C#CCSc1nsc(SCC#C)c1C#N
→ -2 | 0
- COc1ccccc1NC(=O)NC(N)=O
→ 8 | 3
- C[N+](C)(C)C/C=C1/COCO1
→ 4 | 1
- O=C(Nc1ccc2c(c1)OCO2)C1(S(=O)(=O)c2ccc(Cl)cc2)CC1
→ 15 | 3
- O=C(c1ccc(Cn2c(=O)[nH]c3ccccc3c2=O)cc1)N1CCN(c2ccccc2)CC1
→ -16 | -5
- CC(NS(=O)(=O)c1ccc(F)cc1)C(c1cccs1)N1CCN(C)CC1 (stereo unspecified)
→ -47 | -2
- O=C(Cn1ccc2ccccc2c1=O)NCCC(=O)Nc1cccnc1
→ -6 | -1
- O=C(CSc1ccc2nnc(-c3ccc(F)cc3)n2n1)NCc1ccco1
→ -9 | -1
- COc1ccc(C2OC(=O)CC2C(=O)N2CCN(c3cc(Cl)ccc3C)CC2)cc1OC (stereo unspecified)
→ 23 | 2
- CC1(C)CC(=O)N(CC(=O)NCc2ccc(F)cc2)c2ccccc2S1(=O)=O
→ 4 | 0
- C=CCn1c(SC(C)C(=O)NC2(C#N)CCCCC2)nnc1-c1ccc(OC)cc1 (stereo unspecified)
→ 20 | -1
- COc1ccc2c(=O)c3c(=O)n(Cc4ccco4)c(-c4cc(OC)c(OC)c(OC)c4)nc3oc2c1
→ -6 | -1
- Cc1cccc(NC(=O)c2ccccc2Br)n1
→ 2 | -1
- COc1ccc(NC(=O)C2CCCN(S(=O)(=O)c3c(C)n[nH]c3C)C2)cc1 (stereo unspecified)
→ -30 | -2
- Cc1cc(Br)ccc1NC(=O)CCN1C(=O)c2ccncc2C1=O
→ 11 | 5
- Cc1ccc2nc3c(cc2c1)CN(Cc1ccco1)C(=NCC1CCCO1)S3 (stereo unspecified)
→ 2 | 0
- C=CCn1c(SCC(=O)O)nnc1-c1cccc(Cl)c1
→ 12 | -1
- Cc1ccc(-n2ncc3c(=O)[nH]c(SCC(=O)N4CCN(c5ccccc5)CC4)nc32)cc1
→ -4 | -2
- Cc1ccc(NC(=O)Nc2ccc3c(c2)N(C)C(=O)CS3)nc1
→ -1 | 0
- CC1(C)Cc2c(c(-c3ccccc3)nc(N3CCCC3)c2C(N)=O)CO1
→ -3 | -1

Fetched one by one from the list above (three):
The line under a structure holds: S aureus QS inh GFP MFI % | S aureus QS inh
- Cc1ccc(-n2ncc3c(=O)[nH]c(SCC(=O)N4CCN(c5ccccc5)CC4)nc32)cc1
→ -4 | -2
- C=CCn1c(SCC(=O)O)nnc1-c1cccc(Cl)c1
→ 12 | -1
- Cc1ccc2nc3c(cc2c1)CN(Cc1ccco1)C(=NCC1CCCO1)S3 (stereo unspecified)
→ 2 | 0

Record cards (already shown).
`C=CCn1c(SC(C)C(=O)NC2(C#N)CCCCC2)nnc1-c1ccc(OC)cc1` (stereo unspecified) across the screens: S aureus QS inh GFP MFI % = 20; S aureus QS inh = -1
`O=C(c1ccc(Cn2c(=O)[nH]c3ccccc3c2=O)cc1)N1CCN(c2ccccc2)CC1` across the screens: S aureus QS inh GFP MFI % = -16; S aureus QS inh = -5
`COc1ccc2c(=O)c3c(=O)n(Cc4ccco4)c(-c4cc(OC)c(OC)c(OC)c4)nc3oc2c1` across the screens: S aureus QS inh GFP MFI % = -6; S aureus QS inh = -1

Next section.
The line under a structure holds: S aureus QS inh GFP MFI % | S aureus QS inh
- Cc1ccc(-c2nnc3ccc(SCC(=O)N4CCCCC4)nn23)cc1
→ -108 | -5
- COCCN1Cc2cccc(C(=O)Nc3cccnc3)c2C1=O
→ -23 | -1
- CC(=O)Nc1ccc(S(=O)(=O)N2CCSC2c2ccccc2)cc1 (stereo unspecified)
→ 3 | 0
- CCOC(=O)c1ccc(Nc2cc(C)nc3nc(C)nn23)cc1
→ -33 | -6
- COc1ccc(NC(=O)CNS(=O)(=O)c2cccs2)cc1
→ -8 | -5
- Cc1cccc(-n2ccnc2SCC(=O)Nc2cc(C)on2)c1
→ -12 | -3
- CCOC(=O)c1[nH]c2ccccc2c1NC(=O)c1ccco1
→ 18 | 5
- CCCCC(=O)Nc1c(O)c2ccccc2[nH]c1=O
→ 6 | 0
- COc1ccc(-n2c(C)nc3cc(C(=O)NCc4ccco4)ccc32)cc1
→ 5 | 2
- O=C(NCCc1c[nH]c2ccccc12)C(=O)NCC(c1cccnc1)N1CCN(c2ccccc2)CC1 (stereo unspecified)
→ -4 | -2
- O=C1NC(c2ccccn2)Nc2sc3c(c21)CCC3 (stereo unspecified)
→ -2 | -1
- CCOc1ccccc1CNS(=O)(=O)c1ccc2c(c1)oc(=O)n2C
→ 6 | 5
- COC(=O)c1cc(-c2ccccc2)n(CC(=O)O)c1C
→ 39 | 20
- CC(=O)c1cccc(NC(=O)c2oc(C)nc2C)c1
→ -15 | -1
- CC(=O)C1=C(O)C(=O)N(Cc2ccco2)C1c1ccc2c(c1)OCO2 (stereo unspecified)
→ -24 | -3
- O=C(Nc1ccccc1C(=O)O)c1cccc(NC(=O)c2ccc(Br)o2)c1
→ 2 | 0
- CC(=O)c1ccc(NC(=O)c2ccn[nH]2)cc1
→ -18 | -5
- COc1ccc2nc(NC(=O)CSc3nnc(-c4ccoc4C)n3C)sc2c1
→ -23 | -4
- CCN1CCN(c2c(Cl)cccc2NC(=O)c2ccco2)CC1
→ 21 | 0
- CCc1c(C)sc(NC(=O)c2cc(-c3ccco3)on2)c1C#N
→ -15 | -5
- Cc1ccc(N(C(=O)c2ccc3c(c2)OCO3)C2C=CS(=O)(=O)C2)cc1 (stereo unspecified)
→ -65 | -2
- CCOC(=O)N1CCC(NC(=O)Cn2c3c(c(-c4ccccc4Cl)cc2=O)CCC3)CC1
→ -2 | 0
- CC1(C)CC(=O)c2c(O)cc(O)cc2O1
→ -5 | 0
- CCOC(=O)C(NC(C)=O)(Nc1ccc(S(=O)(=O)Nc2cc(C)nc(C)n2)cc1)C(F)(F)F (stereo unspecified)
→ 0 | -1
- CC1CC(C)(C)NCc2ccccc21 (stereo unspecified)
→ -7 | -4
- CCOc1ccc(CC(=O)Nc2c(C(N)=O)oc3ccccc23)cc1OCC
→ 4 | 0
- COc1cccc(-c2cc(C(=O)NCc3ccco3)no2)c1
→ -20 | -1
- COc1ccc(-n2c(COc3ccccc3)nnc2SCc2ccc(C#N)cc2)cc1
→ 14 | 7
- CCOCCn1cnc2sc(C(=O)Nc3nc(C)c(C(=O)OCC)s3)c(C)c2c1=O
→ 6 | 2
- O=C(Nc1cccc(C(F)(F)F)c1)c1cccnc1N1CCCC1
→ -5 | 0
- COc1cccc(-c2nnc(NC(=O)c3ccc(S(=O)(=O)N4CCOCC4)cc3)o2)c1
→ -20 | -6
- CCOc1ccc(N(CC(=O)NC(C)(C)C)S(=O)(=O)c2c(C)noc2C)cc1
→ 7 | 4
- COc1cc(C(=O)NCCC(=O)NCCCN2CCCCC2C)cc(OC)c1OC (stereo unspecified)
→ -3 | -3
- COc1ccc(Cl)cc1N1CC(c2nc3ccccc3[nH]2)CC1=O (stereo unspecified)
→ 3 | 0
- COc1ccc(Br)cc1C1CC(=O)N2CN(Cc3ccccc3)CSC2=C1C#N (stereo unspecified)
→ 34 | 2
- CC(=O)c1ccc(OCC(O)CN2CCCC(C)C2)cc1 (stereo unspecified)
→ 14 | -3
- CCOC(=O)c1cccc(NC(=O)CCc2c(C)nc3ncnn3c2C)c1
→ 12 | -1
- COc1nc(N(C#N)CC(N)=O)nc(N2CCCC2)n1
→ -4 | -2
- Cc1cc(C)c2c(CC(=O)NCc3ccco3)coc2c1
→ 8 | 0
- CCOC(=O)c1[nH]c(C)c(C(=O)Nc2ccc(C)c(C)c2)c1C
→ 33 | 18
- CCOc1ccc(C2C(C(=O)OC)=CN(CCOC)C=C2C(=O)OC)cc1
→ -1 | 0
- CC(=O)N1c2ccccc2C(=O)OC1c1cccnc1 (stereo unspecified)
→ -12 | -5
- Cc1c(C(=O)NCCCN2CCOCC2)sc2ncnc(N3CCN(c4ccccc4)CC3)c12
→ 16 | 7
- Cc1cccc(N2CCN(C(=O)C3CCN(S(=O)(=O)c4cccc5cccnc45)CC3)CC2C)c1 (stereo unspecified)
→ -1 | 0
- Cc1ccccc1NCc1ccccc1O
→ -13 | -8
- CC(NC(=O)C1CCN(c2nnc(-n3cccc3)s2)CC1)C12CC3CC(CC(C3)C1)C2 (stereo unspecified)
→ 26 | 2
- COc1ccc2[nH]c(=O)c(CN(C(=O)c3cccnc3)c3ccccc3OC)cc2c1
→ -7 | -2
- O=C(Cn1c(=O)n(Cc2ccco2)c(=O)c2ccccc21)NCC1CCCO1 (stereo unspecified)
→ -24 | -8
- O=C(Cn1cccc1)Nc1ccc(OC(F)(F)F)cc1
→ -9 | -2
- CCCS(=O)(=O)N1CCCC(C(=O)NCCCN(CC)c2cccc(C)c2)C1 (stereo unspecified)
→ 6 | 2

(cont.)
The line under a structure holds: S aureus QS inh GFP MFI % | S aureus QS inh
- Cc1cc(NC(=O)C23CCC(C)(C(=O)O2)C3(C)C)no1 (stereo unspecified)
→ 7 | -2
- O=C(c1ccccc1)c1c[nH]c2cc3c(cc2c1=O)OCO3
→ 3 | -3
- COc1ccc(-c2n[nH]c(C)c2-c2ccc(Cl)cc2)c(O)c1OC
→ 2 | -1
- CC(Oc1ccc2oc(-c3ccccc3)c(C(=O)O)c2c1)C(=O)O (stereo unspecified)
→ 10 | 0
- Cc1cccn2cc(CNC(=O)C3CCCCC3)nc12
→ -48 | -8
- CC(C)N1C(=O)CCC1C(=O)N1CCCc2ccccc21 (stereo unspecified)
→ 8 | 3
- CCOc1ccc(OCC(=O)c2c(O)c3ccccc3oc2=O)cc1
→ 5 | 2
- COc1ccc(-c2noc(-c3cc(C)cc(C)c3)n2)cc1OC
→ 5 | 0
- COc1ccc(N=C2SC(C(=O)Nc3ccc4c(c3)OCO4)CC(=O)N2C)cc1 (stereo unspecified)
→ -39 | -2
- COc1ccc(NC(=O)NCc2cccn2C)c(OC)c1
→ -5 | -1
- Cc1ccc(S(=O)(=O)N2CCC(C(=O)N[C@@H](Cc3ccccc3)C(=O)O)CC2)cc1
→ 4 | 2
- O=C(OCC(=O)c1ccc[nH]1)c1ccc(S(=O)(=O)N2CCCCC2)cc1
→ -23 | -3
- Cc1ccc(S(=O)(=O)NCCCNC(=O)N2CCOCC2)cc1
→ -4 | -2
- Cc1ccc(-c2nn3c(=O)c(C)nnc3s2)cc1
→ -14 | 0
- c1ccc(N2CCOCC2)c(Nc2nc3ccccc3n3cnnc23)c1
→ -43 | -8
- COc1ccc(N2CCN(Cc3nc4c(c(=O)[nH]c(=O)n4C)n3CC(C)=O)CC2)cc1
→ -5 | -2
- O=C(CN1CCN(Cc2ccccc2Cl)C1=O)NC1CCCCCCC1
→ 27 | 27
- NC(=O)C1CCN(C(=O)c2cc3n(n2)C(C(F)(F)F)CC(c2ccco2)N3)CC1 (stereo unspecified)
→ -2 | -1
- CC1(C)CC(=O)C(C=NCc2ccc3c(c2)OCO3)=C(O)C1
→ -7 | -2
- CC1(C)Cc2cccc(OCC(=O)O)c2O1
→ -7 | -3
- Cn1c(=O)cc(OCC(=O)N2CCC(N3CCCCC3)CC2)c2ccccc21
→ -26 | -4
- COc1ccccc1-c1cc2nc(C)c(CCC(=O)NCc3ccco3)c(C)n2n1
→ -12 | -1
- CCOC(=O)N1CCN(C(=O)c2cnn3ccccc23)CC1
→ -6 | -2
- CCN(CC)CCNC(=O)c1cc2c(=O)n(C)c3ccccc3c2n1C
→ 24 | 2
- O=C(Nc1cccc(Cl)c1)c1ccc2c(=O)n3c(nc2c1)CCCCC3
→ -4 | 0
- CCOC(=O)N1CCC(NC(=O)c2ccc3c(c2)ncn3C2CCCC2)CC1
→ 4 | 5
- O=C(Cn1nc(-c2ccccc2)ccc1=O)N1CCOCC1
→ -7 | -2
- CC(C)CCNC(=O)Cc1c(C(=O)O)[nH]c2ccc(Cl)cc12
→ -2 | 0
- CCOc1ccc(-c2noc(-c3ccncc3)n2)cc1OCC
→ -2 | -2
